Screening results as filed in PubChem.
V-ATPase pH: regulators of yeast V-ATPase proton pumping, primary screen, pHLuorin cytosolic pH fluorescence | S. cerevisiae | response, % at 10 µM | hit rate 0.37% among 350,000 | AID 504577, 2011; in the data active means response mostly above about 7.3%, no sharp cut-off; inactive means mostly below about 5.4%; further: actives read high; inactives centre near 0; some compounds called inactive have numbers as strong as hits; reference of the scale not given here
DSG3 Ab inh: inhibitors of pemphigus antibody binding to DSG3, primary screen, biochemical, bead-based, flow cytometry, scFv-GFP; Desmoglein-3 (Homo sapiens), P32926; DSG3-coupled beads, scFv-anti-DSG3-GFP binding; stronger effect = lower value; binding (percent of control), % at 10 µM; hit rate 0.48% among 310,000;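 active means binding more than 3 SD below its plate's average and above zero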; further: some compounds called inactive have numbers as strong as hits
Target sequence (P32926 whole entry, looked up): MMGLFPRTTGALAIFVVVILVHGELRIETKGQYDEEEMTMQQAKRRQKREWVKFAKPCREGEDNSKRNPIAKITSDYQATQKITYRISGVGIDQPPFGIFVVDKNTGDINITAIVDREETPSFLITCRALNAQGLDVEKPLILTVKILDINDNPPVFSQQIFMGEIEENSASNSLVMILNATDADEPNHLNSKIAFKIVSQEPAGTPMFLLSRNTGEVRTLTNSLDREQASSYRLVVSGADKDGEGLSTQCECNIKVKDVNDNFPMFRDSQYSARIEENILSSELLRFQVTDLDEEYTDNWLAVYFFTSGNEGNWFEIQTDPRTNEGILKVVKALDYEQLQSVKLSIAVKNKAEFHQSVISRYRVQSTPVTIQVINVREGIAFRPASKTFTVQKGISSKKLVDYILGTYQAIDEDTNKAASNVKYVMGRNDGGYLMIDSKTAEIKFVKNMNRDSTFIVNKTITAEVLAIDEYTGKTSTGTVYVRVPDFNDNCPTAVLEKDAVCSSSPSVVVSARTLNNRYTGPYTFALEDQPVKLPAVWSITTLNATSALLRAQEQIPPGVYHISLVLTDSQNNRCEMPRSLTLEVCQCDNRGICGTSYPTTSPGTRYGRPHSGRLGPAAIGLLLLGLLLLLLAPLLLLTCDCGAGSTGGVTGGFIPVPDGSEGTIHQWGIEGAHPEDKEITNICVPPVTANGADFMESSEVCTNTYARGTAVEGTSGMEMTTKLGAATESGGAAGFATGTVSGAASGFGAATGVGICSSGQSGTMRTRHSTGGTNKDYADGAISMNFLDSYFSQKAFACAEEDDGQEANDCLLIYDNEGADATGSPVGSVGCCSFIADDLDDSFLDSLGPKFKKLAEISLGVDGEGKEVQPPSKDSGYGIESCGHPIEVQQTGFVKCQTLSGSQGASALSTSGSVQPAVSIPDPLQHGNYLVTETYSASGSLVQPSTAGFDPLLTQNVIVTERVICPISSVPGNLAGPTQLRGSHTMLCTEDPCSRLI
Cardiac RTF inh: cardiac RTF calcium sensitivity inhibitors, primary screen, biochemical, IANBD-TnC fluorescence, EC70 calcium; hit rate 0.12% among 340,000; IANBD-labeled cardiac RTF, Ca2+ fluorescence; inhibition, % at 7.15 µM;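 active means inhibition above the mean inhibition of all tested compounds plus 3 SD, cut at about 17% in these data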;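 further: assay run at fixed EC70 calcium of 1.6 mM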
CAL PDZ FP-1: CAL PDZ peptide-binding inhibitors, primary screen, biochemical, fluorescence polarization, Cer-tagged CAL PDZ, HTS; purified CAL PDZ, TMR-peptide fluorescence polarization, 1 h; inhibition, % at 20 µM; hit rate 0.02% among 330,000; AID 504414, 2011;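 active means highest replicate inhibition of at least 40%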;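 further: plate controls were DMSO neutral control wells for no effect and unlabeled competitor peptide control wells for full effect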
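material = purified tagged CAL PDZ domain construct (CerCALP) | compound dosing = 20 µM, one dose | times = 1 h at RT | measured by = fluorescence polarization from S- and P-plane intensities, G-factor corrected | read-out = inhibition from polarization loss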
Keap1-Nrf2 PPI: Keap1-Nrf2 protein-protein interaction inhibitors, primary screen, biochemical, fluorescence polarization, single point | Kelch-like ECH-associated protein 1 (Homo sapiens), Q14145 | Keap1 Kelch-Nrf2 peptide fluorescence polarization, 1536-well | inhibition, % at 9.4 µM | hit rate 0.15% among 340,000 | AID 504523, 2011; in the data active means inhibition above about 12%;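 further: human Keap1 Kelch domain with fluorescein labeled Nrf2 9mer peptide probe; 0% = neutral control wells and 100% = peptide positive control; higher means more block of Keap1 binding to Nrf2 peptide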
NSD2 inh: NSD2 histone methyltransferase inhibitors, primary screen, biochemical, AlphaScreen, single concentration, set 2; Histone-lysine N-methyltransferase NSD2 (Homo sapiens), O96028; NSD2 peptide methylation, 120 min; inhibition, % at 12.5 µM; hit rate 0.54% among 310,000; AID 743445, 2014; in the data active means inhibition above about 50%
CAL PDZ FP-2: untagged CAL PDZ binding inhibitors, primary screen, biochemical, fluorescence polarization, HTS; Golgi-associated PDZ and coiled-coil motif-containing protein (Homo sapiens), Q9HD26; purified CAL PDZ, TMR-peptide fluorescence polarization, 1 h; inhibition, % at 24.9 µM; hit rate 0.92% among 300,000; AID 602252, 2012;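 active means mean inhibition of at least 30% with at least half of replicates also reaching 30%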;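 further: 0% = DMSO neutral control and 100% = excess unlabeled competitor peptide PRC23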
C-LANA FP: inhibitors of KSHV C-LANA binding to DNA, primary screen, biochemical, fluorescence polarization, FAM-LBS DNA, MBP-C-LANA, single point; Kaposi's sarcoma herpesvirus LANA C-terminal domain (residues 932-1162) DNA binding; inhibition, % at 9 µM; hit rate 0.078% among 340,000;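 active means highest replicate inhibition at or above 60% at 9 µM, even if other replicates fall short; inactive means all replicates below 60% inhibition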;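 further: 0% = neutral control wells and 100% = 4 µM acridine orange control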
Arr AP2 block: inhibitors of beta-arrestin/AP2 binding, primary screen, biochemical, GPCR trafficking, flow cytometry | hit rate 0.31% among 340,000 | beta-arrestin 1 C-terminal peptide binding to AP2 beta2-adaptin appendage (human) | inhibition, % at 10 µM | AID 504490, 2011 | FITC-arrestin peptide / GST-AP2 beads; AP2 beta2 appendage carries R879A mutation;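 active means inhibition above a set limit, near 3 SD of compounds lacking own fluorescence, cut at about 54% in these data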;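 further: plate controls were DMSO wells for no effect and 5 µM unlabelled arrestin peptide for full effect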
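System: GST-AP2 R879A glutathione beads. Medium: PBS with 0.05% Tween 20 and 0.1% BSA. Also added: FITC-arrestin peptide, 50 nM. Incubation: 12 min plus 1 h, RT. Measured by: high-throughput flow cytometry of beads, ex 488, em 535 nm. Evaluation: percent drop in bead-associated FITC signal.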
DAGLB inh: DAGLB lipase inhibitors, primary screen, biochemical, fluorescence, HTS; inhibition, % at 5.17 µM; hit rate 0.059% among 340,000; HEK293T DAGLB membrane lysate, EnzChek fluorogenic substrate; AID 504411, 2011; Diacylglycerol lipase-beta (Homo sapiens), Q8NCG7; in the data active means inhibition above about 34%;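 further: 0% = enzyme with vehicle and 100% = wells lacking enzyme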
* hit, by the source's call; . = no result given; & = joins results of further samples. These rows are one share of the data (hit frequency here may not be typical).

Every second line gives: V-ATPase pH	DSG3 Ab inh	Cardiac RTF inh	CAL PDZ FP-1	Keap1-Nrf2 PPI	NSD2 inh	CAL PDZ FP-2	C-LANA FP	Arr AP2 block	DAGLB inh
- COc1ccccc1C(OC(=O)c1ccco1)C(=O)NCc1ccc(F)cc1 (stereo not given)
  -2	95	-4	-1.4	-9	0	3	0.7	29	-5
- Clc1ccc(OCc2nnc(-c3ccccc3Br)o2)cc1
  1	102	-1	-0.4	-4	-3	.	0.2	31	-13
- CC1CN(C(=O)CSc2nnc(C3CCCCC3)n2N)CC(C)O1 (stereo not given)
  4	.	-3	-0.7	-8	1	-4	0.7	-11	-1
- CCOC(=O)C1(C)NC(c2cccs2)C2C(=O)N(c3ccc(C)cc3)C(=O)C21 (stereo not given)
  -3	97	-2	-0.3	-3	5	-4	-0.1	13	-11
- O=C1CSCC(=O)N1Cc1ccc(Cl)c(Cl)c1
  -3	94	-5	.	0	-3	43*	-2.3	36	-3
- O=C(c1cccc(Oc2ccc([N+](=O)[O-])cc2)c1)N1CCOCC1
  -2	98	1	-0.8	-4	1	-3	-0.2	0	2
- CN1CCN(CC(O)COC(c2ccc(Cl)cc2)c2ccc(Cl)cc2)CC1 (stereo not given)
  -2	111	-7	-0.8	2	3	-1	-3.4	-1	4
- Cc1ccccc1CNc1nnnn1C
  4	115	-4	-4.2	-2	-3	.	-0.8	27	0
- CCCCn1c(NCc2cccs2)nc2ccccc21
  1	99	-1	0.0	0	-2	1	2.6	-1	-2
- Cc1cccc(CSCCNC(=O)c2ccc(CN3CCOCC3)cc2)c1
  2	95	1	0.3	0	0	-3	0.2	-5	0
- CCOC(=O)c1cc(C#N)c(N2CCCCC2)nc1-c1ccccc1
  3	107	4	-0.6	-3	-20	-4	2.4	-5	-16
- CC(C)(C)NS(=O)(=O)c1ccc2[nH]c3c(c2c1)CCCCC3
  -3	101	0	-1.2	0	-2	-5	2.7	-6	3
- Cc1ccc2nc(N3CC(=O)Nc4ccccc43)nc(-c3ccccc3)c2c1
  -3	99	8	-0.3	-1	2	-3	-1.3	4	3
- COc1ccc(OC)c(NC(=O)C(=O)c2cn(CC(=O)N3CCCC3)c3ccccc23)c1
  -2	103	-5	-2.9	8	1	-1	-2.3	-1	1
- NC(=O)N1c2ccccc2C=Cc2ccccc21
  1&7	102&98	9&1	0.6&-0.8	-6&0	.	-1&0	0.4&0.4	-4&32	1&0
- O=C(c1cc(Cl)cc(Cl)c1)N1CCC(=O)N(C(COCc2ccccc2)Cc2ccccc2)CC1 (stereo not given)
  2	99	-6	-0.5	0	.	0	-1.2	.	-7
- COc1ccc(Cl)cc1NC(=S)NCCSc1ccc(C)cc1
  7.6*	102	-17	0.0	1	0	1	1.1	47	-2
- COc1ccc2nc(C)cc(SCC(=O)Nc3c(C)cc(C)cc3C)c2c1
  -2	99	-4	-2.4	-2	0	.	-0.4	-1	-1
- COc1ccc(NC(=O)C2CCCC2)cc1
  -3	101	-6	-0.2	0	-3	2	-0.7	-8	-3
- CC(=O)Oc1ccc2occ(-c3ccccc3)c2c1
  2	95	-5	-1.0	-2	-1	-4	-1.4	-14	-10
- O=C(Oc1ccc(Br)cc1C(=S)N1CCCC1)c1ccccc1F
  0	100	-11	-1.0	0	-3	-2	0.7	6	-4
- C=CCn1c(CSCc2ccc(F)cc2)n[nH]c1=S
  -1	124	-9	-1.7	-1	3	-9	-4.7	-6	2
- Cc1oc2c(CN3CCCC3)c(O)ccc2c(=O)c1-c1ccc(Cl)cc1
  3	120	-7	-1.2	0	3	-2	-0.4	9	-1
- Cc1ccsc1C(=O)OCC(=O)NCCNC(=O)COC(=O)c1sccc1C
  7	106	-5	-1.6	-6	-1	-1	-0.6	-2	3
- CC1CCCCN1S(=O)(=O)c1ccc(C(=O)Nc2nnc(-c3ccccn3)o2)cc1 (stereo not given)
  0	82	-3	-1.9	-3	-1	0	2.6	-1	1
- O=C(Cc1c[nH]c2ccccc12)NCC(=O)Nc1ccc(F)c(F)c1F
  0	106	-8	-0.4	-3	-2	2	1.1	10	-1
- CCN1CCc2nc(N)sc2C1
  2	109	-3	-0.5	-2	14	-2	-2.3	20	1
- CCN(CC(=O)NCc1cccs1)C(=O)c1ccc(-c2cccc(C(F)(F)F)c2)o1
  -1	106	-21	-1.3	-7	1	-2	-1.3	12	-5
- CC1CN(C(=O)CSc2nnc(-c3ccncc3)n2-c2ccccc2)CC(C)O1 (stereo not given)
  1	.	4	-3.3	0	0	4	1.0	30	2
- COc1ccc(OCC(=O)Nc2ccc3c(c2)nc(CN2CCN(C(C)=O)CC2)n3C)cc1
  0	111	1	-1.9	-2	-2	-4	-0.4	27	-3

In the list so far, four contain a thiophene ring, fused or not.
Every second line gives: V-ATPase pH	DSG3 Ab inh	Cardiac RTF inh	CAL PDZ FP-1	Keap1-Nrf2 PPI	NSD2 inh	CAL PDZ FP-2	C-LANA FP	Arr AP2 block	DAGLB inh
- CCOC(=O)C1(C)NC(c2cccs2)C2C(=O)N(c3ccc(C)cc3)C(=O)C21 (stereo not given)
  -3	97	-2	-0.3	-3	5	-4	-0.1	13	-11
- CCCCn1c(NCc2cccs2)nc2ccccc21
  1	99	-1	0.0	0	-2	1	2.6	-1	-2
- Cc1ccsc1C(=O)OCC(=O)NCCNC(=O)COC(=O)c1sccc1C
  7	106	-5	-1.6	-6	-1	-1	-0.6	-2	3
- CCN(CC(=O)NCc1cccs1)C(=O)c1ccc(-c2cccc(C(F)(F)F)c2)o1
  -1	106	-21	-1.3	-7	1	-2	-1.3	12	-5

An excerpt of the results above, as a working copy:
Every second line gives: V-ATPase pH	DSG3 Ab inh	Cardiac RTF inh	CAL PDZ FP-1	Keap1-Nrf2 PPI	NSD2 inh	CAL PDZ FP-2	C-LANA FP	Arr AP2 block	DAGLB inh
- O=C(Oc1ccc(Br)cc1C(=S)N1CCCC1)c1ccccc1F
  0	100	-11	-1.0	0	-3	-2	0.7	6	-4
- C=CCn1c(CSCc2ccc(F)cc2)n[nH]c1=S
  -1	124	-9	-1.7	-1	3	-9	-4.7	-6	2
- Cc1oc2c(CN3CCCC3)c(O)ccc2c(=O)c1-c1ccc(Cl)cc1
  3	120	-7	-1.2	0	3	-2	-0.4	9	-1
- Cc1ccsc1C(=O)OCC(=O)NCCNC(=O)COC(=O)c1sccc1C
  7	106	-5	-1.6	-6	-1	-1	-0.6	-2	3
- CC1CCCCN1S(=O)(=O)c1ccc(C(=O)Nc2nnc(-c3ccccn3)o2)cc1 (stereo not given)
  0	82	-3	-1.9	-3	-1	0	2.6	-1	1

The list goes on:
Every second line gives: V-ATPase pH	DSG3 Ab inh	Cardiac RTF inh	CAL PDZ FP-1	Keap1-Nrf2 PPI	NSD2 inh	CAL PDZ FP-2	C-LANA FP	Arr AP2 block	DAGLB inh
- CCC(C)NS(=O)(=O)c1ccc(OCC(=O)N2CCC(C)CC2)cc1 (stereo not given)
  5	107	-4	-3.5	0	-5	1	0.3	-2	-1
- COc1ccc(CNC(=O)C2CCN(S(=O)(=O)c3cccc4nsnc34)CC2)cc1
  3	.	2	-0.8	-6	1	37*	-0.7	6	-2
- CC(NC(=O)CSc1nnc2n1CCCCC2)c1ccccc1Cl (stereo not given)
  0	97	-7	0.1	1	5	1	0.0	12	-2
- Cn1c(=NC(=O)C(C)(C)C)sc2cccc(F)c21
  0	100	-9	-0.9	3	-6	0	0.3	32	-7
- O=C(Cc1cc(=O)[nH][nH]1)N/N=C/c1c(Cl)cccc1Cl
  -2&1	109	-30&-12	-1.4&0.4	-3&-4	2&-2	-4&-3	-0.9&1.2	3&-5	11&10
- Cc1ccc(S(=O)(=O)N(C)/N=C/c2ccc(C(=O)O)cc2)cc1
  0	84	4	-2.5	-8	-1	-1	0.1	-10	0
- Nc1nonc1-n1nnc(C(=O)N/N=C\c2ccncc2)c1CN1CCCCC1
  -1	94	-6	-0.5	-1	-1	-3	0.2	-2	0
- O=C(CSc1nncn1-c1ccccc1)NC1CCCc2ccccc21 (stereo not given)
  .	102	-13	-3.8	-10	2	-20	-0.1	-14	1
- C#CC[N+]1(CC#Cc2ccccc2)CCCCC1
  0	110	3	-0.6	-6	-3	.	0.4	5	2
- Cc1cc(C(=O)CSc2nc(N)cc(=O)[nH]2)c(C)n1CCc1ccc(Cl)cc1
  0	102	2	-0.2	-7	5	-3	0.4	-1	5
- CCOC(=O)CCCCNC(=O)Nc1ccccc1
  -2	103	-3	-0.7	2	-4	-1	0.1	-3	3
- O=C(O)c1cc(S(=O)(=O)Nc2cccc3ccccc23)c(Cl)cc1Cl
  0	98	-12	-1.8	-3	7	-5	0.2	8	4
- CCOc1ccc2oc(C(=O)Nc3nccs3)c(C)c2c1
  3	101	-7	0.1	5	-1	6	1.0	-9	0
